# KCNK3 inh – human KCNK3 channel inhibitors, primary screen, CHO cells, FluxOR thallium flux, B-score | Potassium channel subfamily K member 3 (Homo sapiens), O14649 | FluxOR fluorescence; stronger effect = lower value | B-score at 10 µM | actives 0.84% (n = 340,000);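 active = B-score under library mean minus 4 SD, starting fluorescence ratio at most library mean plus 5 SD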;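 note: more negative B-score means stronger inhibition of thallium flux through KCNK3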
# Target sequence (O14649 whole entry, looked up): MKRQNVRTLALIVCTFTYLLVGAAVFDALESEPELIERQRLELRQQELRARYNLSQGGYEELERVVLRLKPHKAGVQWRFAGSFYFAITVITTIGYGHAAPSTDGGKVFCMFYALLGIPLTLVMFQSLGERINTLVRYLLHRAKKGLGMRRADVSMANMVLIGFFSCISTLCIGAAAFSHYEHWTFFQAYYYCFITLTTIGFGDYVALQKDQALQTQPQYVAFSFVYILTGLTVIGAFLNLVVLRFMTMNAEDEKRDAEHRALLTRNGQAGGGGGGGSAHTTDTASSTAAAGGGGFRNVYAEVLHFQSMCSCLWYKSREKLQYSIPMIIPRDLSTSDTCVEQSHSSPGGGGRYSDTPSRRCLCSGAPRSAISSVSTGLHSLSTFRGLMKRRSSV
# KCNK9 block – KCNK9 potassium channel inhibitors, primary screen, HEK293 cells, thallium flux; actives 1.2% (n = 310,000); B-score at 10 µM; AID 488922, 2010; FluxOR thallium flux fluorescence; stronger effect = lower value;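 active = ratio B-score over 3 SD below the library mean, with starting fluorescence within 5 SD of its mean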;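 note: negative B-score means less thallium flux so channel inhibition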
# Target sequence (Q9NPC2 whole entry, looked up): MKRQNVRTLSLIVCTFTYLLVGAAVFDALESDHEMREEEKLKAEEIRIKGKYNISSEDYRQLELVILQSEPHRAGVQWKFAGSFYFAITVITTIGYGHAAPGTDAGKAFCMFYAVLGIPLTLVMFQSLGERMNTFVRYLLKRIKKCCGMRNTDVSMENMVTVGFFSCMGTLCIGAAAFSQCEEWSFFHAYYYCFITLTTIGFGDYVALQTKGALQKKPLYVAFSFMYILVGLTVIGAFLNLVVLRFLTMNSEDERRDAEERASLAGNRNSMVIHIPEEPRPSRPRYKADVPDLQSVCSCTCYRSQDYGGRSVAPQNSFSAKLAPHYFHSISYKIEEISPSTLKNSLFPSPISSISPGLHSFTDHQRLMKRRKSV
# TRPC4 agonist – activators of mouse TRPC4 channel, primary screen, Fluo4 calcium, HEK293 TRPC4beta/mu-opioid cells. Short transient receptor potential channel 4 (Mus musculus), Q9QUQ5. Fluo4 calcium fluorescence; stronger effect = higher value. B-score at 10 µM. actives 0.49% (n = 310,000). AID 2237, 2010;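 active = B-score above 5 SD of library B-scores, and initial fluorescence ratio not above library mean plus 5 SD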;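 note: positive B-score marks a calcium rise read as TRPC4 activation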
#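 Assay system: HEK293 stable line with TRPC4beta plus mu-opioid receptor; schedule: 45 min room-temperature Fluo4 loading, 110 s read; technique: kinetic Fluo4 calcium fluorescence; evaluation: integrated baseline-normalised fluorescence ratio, converted to per-well B score; controls: buffer (low) and maximal DAMGO (high)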
# KCNQ1 inh – inhibitors of human KCNQ1 channel, primary screen, cell-based, thallium flux, high-throughput | Potassium voltage-gated channel subfamily KQT member 1 (Homo sapiens), P51787 | CHO-K1 KCNQ1, FluxOR thallium flux fluorescence; stronger effect = higher value | B-score at 10 µM | actives 1.3% (n = 310,000);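 active = compounds whose thallium flux B-score, printed positive for inhibition, exceeds three library SD while starting fluorescence stays within three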;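 note: channel opened by potassium depolarization with thallium stimulus after 20 min compound exposure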
# PolyA inh – polyadenylation inhibitors in yeast reporter cells, primary screen, luminescence, S. cerevisiae. actives 0.02% (n = 300,000). calls only at 12 µM. S. cerevisiae SKY197-pL101 polyadenylation reporter, beta-gal luminescence; efflux-impaired pdr1/pdr3 knockout yeast; score 100 = 6 SD above DMSO;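 active = lowest replicate activity score at least 50, where 100 means six control SD above control mean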;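 note: yeast exposed to compound for 9 h at 30 °C; higher score means more reporter readthrough which indicates perturbed polyadenylation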
# KCNQ1 act – potentiators or activators of KCNQ1 channel, primary screen, cell-based, thallium flux, high-throughput; actives 0.35% (n = 310,000); B-score at 10 µM; Potassium voltage-gated channel subfamily KQT member 1 (Homo sapiens), P51787; CHO-K1 KCNQ1, thallium flux FluxOR fluorescence; stronger effect = higher value; AID 2648, 2010;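 active = fluorescence ratio B-score, a plate-corrected score, at least three library SD, with initial intensity B-score within 5 SD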
#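 assay system = CHO-K1 cells stably expressing KCNQ1 | medium = assay buffer, equal DMSO in all wells | timing = 37 °C overnight plating, 90-min dark dye load, 20-min compound pretreatment | measured by = kinetic FluxOR thallium fluorescence, 10-s 1-Hz baseline, 110-s post-stimulus read | measure = fluorescence change relative to baseline, converted to B score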
# TRPC4 potent – positive allosteric modulators of TRPC4, primary screen, cell-based, mouse TRPC4beta, HEK293 mu-opioid, Fluo-4 calcium | DAMGO EC20, Fluo-4 Ca2+ flux; stronger effect = higher value | actives 0.42% (n = 310,000) | Short transient receptor potential channel 4 (Mus musculus), Q9QUQ5 | B-score at 10 µM;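 active = B-score of calcium response area above 5 SD of library B-scores, with initial fluorescence ratio within 5 SD of library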;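 note: B-score of integrated fluorescence ratio over time as area under calcium response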
# TRPC4 inh – inhibitors of mouse TRPC4 channel, primary screen, Fluo4 calcium, HEK293 TRPC4beta/mu-opioid cells. Short transient receptor potential channel 4 (Mus musculus), Q9QUQ5. DAMGO-evoked Fluo4 calcium flux; stronger effect = lower value. AID 2247, 2010. actives 0.39% (n = 300,000). B-score at 10 µM;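 active = B-score over 3 SD under the library average, no early fluorescence shift, positive overall ratio signal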
#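 test system = HEK293 cells with stable TRPC4beta plus mu-opioid receptor expression | detection = Fluo4 Ca2+ flux fluorescence | read-out = integrated fluorescence ratio relative to baseline, converted to per-well B score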
# Platelet DG rel – inhibitors of platelet dense granule secretion, primary screen, cell-based, MLPCN, human platelets; human platelet-rich plasma, SFLLRN dense granule ATP release, luminescence; inhibition, %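 (compounds screened at 7.5 µM in platelet-rich plasma)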; actives 0.22% (n = 300,000); AID 1663, 2009;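 active = mean replicate score, as percent of positive control, at or above 50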
# hERG rescue – hERG rescue from dofetilide block, primary screen, cell-based, CHO-hERG, FluxOR thallium flux, dofetilide IC70. Voltage-gated inwardly rectifying potassium channel KCNH2 (Homo sapiens), Q12809. dofetilide IC70 present. activation (rescue from dofetilide block), less the hit threshold, % at 10 µM. actives 0.51% (n = 310,000). AID 1511, 2009;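 active = activation above the mean of controls blocked by dofetilide plus 5 SD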;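 note: thallium influx through hERG after potassium depolarization seen as dye fluorescence rise; in these data hits start at about 4.7%; inactives centre near -7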
# DYRK1A inh – rat Dyrk1A kinase inhibitors, primary screen, biochemical, single point, plate reader. ADP-Glo luminescence, NFATc1 peptide. Dual specificity tyrosine-phosphorylation-regulated kinase 1A (Rattus norvegicus), Q63470. inhibition, % at 12.5 µM. actives 0.43% (n = 310,000); in the data active = inhibition above about 50%;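 note: plate controls were vehicle with enzyme for no effect and no enzyme for full effect; many of its hits are not listed in these tables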
# The depositor's hits bear a star; i = inactive; · = not tested or not shown. Not all compounds are listed; the hit share may differ from the screen's.
SMILES,KCNK3 inh,KCNK9 block,TRPC4 agonist,KCNQ1 inh,PolyA inh,KCNQ1 act,TRPC4 potent,TRPC4 inh,Platelet DG rel,hERG rescue,DYRK1A inh
CC(NC(=O)c1ccco1)C(=O)N1CCCCC1 (centres undefined),i,i,i,i,i,i,i,i,-6,0,-2
CC1(C)CC(=O)C=C(Nc2ccccc2N)C1,i,i,i,i,i,i,i,i,-6,-1,1
CN(NC1OC(=O)c2ccccc21)c1ncc(C(F)(F)F)cc1Cl (centres undefined),i,i,i,i,i,i,i,i,3,-16,·
N#Cc1cccc(NC(=O)NCCc2c[nH]c3ccccc23)c1,i,i,i,i,i,i,i,i,-10,-8,33
Cc1cc(C)nc(N/N=C/c2cccc([N+](=O)[O-])c2)n1,i,i,i,i,i,i,i,i,11,-6,4
CCOc1ncccc1C(=O)OCC(=O)NCc1ccc2c(c1)OCO2,i,i,i,i,i,i,i,i,4,-10,3
COc1ccc(-n2c(Cc3cccn3C)nnc2SCC(=O)Nc2cccc(F)c2)cc1,i,i,i,i,i,i,i,i,8,-6,10
COc1ccc(OCc2nnc(SCC(=O)NC3CC4CCC3C4)o2)cc1 (centres undefined),i,i,i,i,i,i,i,i,-6,-11,-4
C=CCN(CC=C)Cc1c(C)[nH]c2c(C)c(C)ccc2c1=O,i,i,i,i,i,i,i,i,2,-5,2
CC(=O)Nc1ccc(OC(F)(F)Cl)cc1,i,i,i,i,i,i,i,i,0,-9,-3
CC(NC(=O)c1cccc(S(=O)(=O)N(C)C)c1)c1nc2ccccc2[nH]1 (centres undefined),i,i,i,i,i,i,i,i,5,-3,·
COC(=O)C1=C(C)N(C)C(=O)NC1c1ccc([N+](=O)[O-])o1 (centres undefined),i,i,i,i,i,i,i,i,3,3,0
CS(=O)(=O)N(CC(=O)N1CCCCCC1)c1cccc(F)c1,i,i,i,i,i,i,i,i,-2,-5,-6
O=[N+]([O-])c1ccccc1CNc1ccc(F)c(Cl)c1,i,i,i,i,i,i,i,i,5,-5,4
Oc1ccc2ccccc2c1CNc1ccc(Br)cc1,·,i,i,i,i,i,i,i,-1,-7,·
CN(C)c1ccc(/C=N/NC(=O)CNC(=O)c2ccc3c(c2)OCCO3)cc1,i,i,i,i,i,i,i,i,23,-13,0
O=C(Nc1cccc(NC(=O)c2ccccc2Cl)c1)c1ccc([N+](=O)[O-])o1,i,i,i,i,i,i,i,i,3,-2,5
COc1ccc(OCc2nnc(SCC(=O)Nc3nnc(C4CC4)s3)n2C)cc1,i,i,i,i,i,i,i,i,-1,-2,-2
Cc1cc(C(=O)CSc2ccc(Cl)cc2)cc(C)c1OC(=S)N(C)C,i,i,i,i,i,i,i,i,11,-11,-1
Cc1cc(C)n2nc(SCn3nnc4ccccc4c3=O)nc2n1,i,i,i,i,i,i,i,i,-2,-14,-1

# (cont.)
SMILES,KCNK3 inh,KCNK9 block,TRPC4 agonist,KCNQ1 inh,PolyA inh,KCNQ1 act,TRPC4 potent,TRPC4 inh,Platelet DG rel,hERG rescue,DYRK1A inh
Cn1ccnc1SCC(=O)Nc1cccc(S(=O)(=O)N2CCCCCC2)c1,i,i,i,i,i,i,i,i,3,-4,1
COc1ccccc1CC(=O)N1CCN(C(=O)c2ccco2)CC1,i,i,i,i,i,i,i,i,-10,-9,-3
Cc1ccccc1N1CCN(C(=O)C2CCC(=O)N(C3CCCC3)C2)CC1 (centres undefined),i,i,i,i,i,i,i,i,-9,-5,0
CCOc1ccc(NS(=O)(=O)c2ccc3c(c2)n(C)c(=O)n3C)cc1,i,i,i,i,i,i,i,i,-1,0,0
CCCC(=O)NNC(=O)Nc1ccccc1,i,i,i,i,i,i,i,i,-4,-1,-6
OCCOc1ccc(CN2CCCC(N3CCN(c4ccc(F)cc4)CC3)C2)cc1 (centres undefined),i,i,i,i,i,i,i,i,7,-2,1
S=C1NCN(Cc2ccco2)CN1Cc1ccco1,i,i,i,i,i,i,i,i,·,-9,-4
CCn1c(-c2ccccc2)c(C(=O)CC#N)c2ccccc21,i,i,i,i,i,i,i,i,-3,-3,16
O=C(CN1CCCC1)N/N=C/c1c(O)ccc2ccccc12,i,i,i,i,i,i,i,i,3,-12,14
O=C(NCC(=O)N(c1ccc(F)cc1)C(C(=O)NC1CCCCC1)c1ccncc1)c1ccco1 (centres undefined),i,i,i,i,i,i,i,i,-1,-4,1
O=C(Nc1ccc2c(c1)OCO2)C1CCCN(c2nc3ccccc3s2)C1 (centres undefined),i,i,i,i,i,i,i,i,9,-10,7
COC(=O)C1=C(C(=O)OC)[C@@H]2N(C)c3ccc(OC)cc3[C@@]23C[C@@H](C(=O)OC)N(C(=O)c2cccs2)C3=N1,i,i,i,i,i,i,i,i,8,-4,3
CCCCN(C)Cc1cc(=O)oc2cc3c(cc12)CCCC3,i,i,i,i,i,i,i,i,0,-3,4
O=C(CN1CCN(Cc2ccccc2)CC1)N=Nc1c(O)[nH]c2ccccc12,i,i,i,i,i,i,i,i,0,-9,1
COc1cc(Nc2c3ccccc3nc3ccccc23)cc(OC)c1OC,i,i,i,i,i,i,i,i,-6,-7,10
COc1ccc(/C=C\C(=O)c2c(O)ccc3c(C)cc(=O)oc23)cc1OC,i,i,i,i,i,i,i,i,-27,-14,-4
COc1ccc(C)cc1NC(=O)CSCc1ccccc1C,i,i,i,i,i,i,i,i,-1,-6,14
CCOC(=O)c1ccccc1-c1cn2cc(Cl)ccc2n1,i,i,i,i,i,i,i,i,-14,-9,4
O=C(CCN1C(=O)COc2ccccc21)NCc1ccco1,i,i,i,i,i,i,i,i,-3,-12,1
CCCN1CCC(NC(=O)CC2C(=O)NCCN2Cc2cccc(OC)c2)CC1 (centres undefined),i,i,i,i,i,i,i,i,7,-1,2

# (listing goes on)
SMILES,KCNK3 inh,KCNK9 block,TRPC4 agonist,KCNQ1 inh,PolyA inh,KCNQ1 act,TRPC4 potent,TRPC4 inh,Platelet DG rel,hERG rescue,DYRK1A inh
Cn1c(=O)n(C/C=C/c2ccccc2)c(=O)c2c1nc1n2CCCN1c1ccc(F)cc1,i,i,i,i,i,i,i,i,-12,-26,-1
Cc1nnc(NC2(C(F)(F)F)C(=O)Nc3c2c(=O)n(C)c(=O)n3C)s1 (centres undefined),i,i,i,i,i,i,i,i,-3,-1,-5
Cc1ccc(OCCNC(=O)CNC(=O)c2ccc(C)c(C)c2)cc1,i,i,i,i,i,i,i,i,-24,-4,0
O=c1[nH]c(C(Cl)Cl)nc2sc3c(c12)CCN(Cc1ccccc1)C3,i,i,i,i,i,i,i,i,-9,-7,2
CCC(C)[C@H](NS(=O)(=O)c1ccc(C)cc1)C(=O)N1CCC(C(=O)N2CCC(C(=O)OC)CC2)CC1 (some centres undefined),i,i,i,i,i,i,i,i,18,-4,-1
CC(C)[C@@H](N)C(=O)NCC1CCC(C(=O)N[C@@H](Cc2ccccc2)C(=O)O)CC1 (some centres undefined),i,i,i,i,i,i,i,i,-1,-5,2
C[C@@H](C(=O)NCc1ccccn1)[C@H]1C[C@]1(C)[C@H](NC(=O)OCc1ccccc1)c1ccccc1,i,i,i,i,i,i,i,i,0,-17,3
O=C(COC(=O)c1n[nH]c2ccccc12)c1ccc(F)c(F)c1,i,i,i,i,i,i,i,i,9,-19,19
CC(=O)C[C@H]1c2cc(C(F)(F)F)ccc2S(=O)(=O)N1Cc1ccccc1,i,i,i,i,i,9*,i,i,-1,-12,2
CCOC(=O)c1oc2cccc(O)c2c1CN1CCOCC1,i,i,i,i,i,i,i,i,6,-9,4
COc1ccc(Oc2nc(-c3ccccn3)ncc2OC)cc1,i,i,i,i,i,i,i,i,7,-5,-2
COc1ccc(OC)c(NC(=O)c2oc3ccccc3c2NC(=O)C2CC2)c1,i,i,i,i,i,i,i,i,-9,-8,-4
COc1ccc(C(=O)Nc2ccnn2C2CCN(Cc3cnn(C)c3)CC2)cc1,i,i,i,i,i,i,i,i,-1,-2,-3
COC(=O)c1sc(NC(=O)COc2ccc(C)cc2)nc1C,i,i,i,i,i,i,i,i,2,-11,-5
COc1ccc2nc(NC(=O)c3ccc([N+](=O)[O-])o3)sc2c1,i,i,i,i,i,i,i,i,4,-8,3
COCCN1C=C(C(=O)OC)C(c2ccc(Cl)cc2)C(C(=O)OC)=C1,i,i,i,i,i,i,i,i,2,-13,-2
CCCCN(CC)CCNC(=O)c1nn(-c2ccc(OC)cc2)c(=O)c2c1c1ccccc1n2C,i,i,i,i,i,i,i,i,-1,-5,0
Cn1c(=O)c(C(=O)NCCCc2ccccc2)c(O)c2ccccc21,i,i,i,i,i,i,i,i,-7,-1,13
COc1ccc(C2C(C#N)=C(C)NC3=C2S(=O)(=O)c2ccccc23)cc1 (centres undefined),i,i,i,i,i,i,i,i,1,-9,0
NS(=O)(=O)c1ccccc1NC(=S)Nc1ccccc1S(N)(=O)=O,i,i,i,i,i,i,i,i,7,-7,4
O=S(=O)(c1ccccc1Cl)N1CCCC1c1nc(-c2ccc(Cl)cc2)no1 (centres undefined),i,i,i,i,i,i,i,i,1,-12,-3
O=C(CC1CCCC1)Nc1cccc(Br)c1,i,i,i,i,i,i,i,i,-3,-1,3

# Bioassay records deposited in PubChem by several laboratories.
